Screens (PubChem BioAssay)
KOR beta-arrestin-1 – KOR agonists, beta-arrestin recruitment, primary screen, cell-based, luminescence, uHTS (AID 1777). Kappa-type opioid receptor (Homo sapiens). one-dose activation, % at 10 µM; EC50 in µM for titrated hits. KOR beta-arrestin recruitment, luminescence; higher % means a stronger effect. actives 0.02% (n = 280,000); in the data active means activation above about 50%, passing the limit was not always enough; further: a part of the inactive calls stands beside numbers as strong as those of hits
LYP inhibition – inhibitors of LYP phosphatase, biochemical, fluorescence intensity, uHTS (AID 1779). Tyrosine-protein phosphatase non-receptor type 22 (Homo sapiens). recombinant LYP phosphatase, fluorescence intensity; higher % means a stronger effect. one-dose inhibition, % at 11.5 µM; IC50 in µM for titrated hits. actives 0.054% (n = 290,000);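 further: plate controls were vehicle with enzyme for no effect and no enzyme for full effect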
NOD1 NF-kB reporter – NOD1 signaling inhibitors, primary screen, cell-based, luminescence, uHTS (AID 1578); NOD1-driven NF-kB luciferase reporter cells, luminescence; higher % means a stronger effect; inhibition, % at 4 µM, or EC50 in µM where a hit was titrated; actives 1% (n = 290,000); in the data active means inhibition mostly above about 36%, no sharp cut-off; inactive means mostly below about 34%;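 further: HEK-293T reporter cells stimulated with the NOD1 agonist gamma-tri-DAP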
HIV peptide binding – inhibitors of HIV fusion peptide binding, primary screen, biochemical, uHTS, fluorescence dequenching (AID 1986); actives 0.3% (n = 290,000); cell-free peptide binding, fluorescence dequenching, 30 min; higher % means a stronger effect; one-dose inhibition, % at 20 µM; IC50 in µM for titrated hits; in the data active means inhibition mostly above about 52%, no sharp cut-off; inactive means mostly below about 76%; further: some results filed as inactive read as strong as hits
SIAH1 antagonists – Siah-1 peptide-binding antagonists, primary screen, biochemical, fluorescence polarization, rhodamine-plectin, uHTS (AID 1817) | E3 ubiquitin-protein ligase SIAH1 (Homo sapiens) | Siah-1 / rhodamine-plectin peptide fluorescence polarization; higher % means a stronger effect | displacement, % at 20 µM; hits with a dose series show IC50 in µM | actives 0.02% (n = 290,000);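 active means displacement of at least 50% at 20 µM, with a fluorescence ratio check between 0.3 and a set limit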;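 further: plate controls were Siah plus tracer with DMSO for no effect and tracer alone without Siah for full effect; strong numbers were not always called active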
HEK293 NOD2/NF-kB – NOD2 signaling inhibitors, cell-based, luminescence, uHTS, HEK293 (AID 1566). inhibition, % at 4 µM; hits with a dose series show EC50 in µM. actives 0.63% (n = 290,000). HEK293 NOD2/NF-kB luciferase reporter, luminescence; higher % means a stronger effect; further: many of its hits are not listed in these tables
Myeloid diff MLP – induction of myeloid progenitor differentiation, primary screen, cell-based, flow cytometry, MLPCN library; ER-HoxA9 myeloid progenitors, lysozyme-GFP differentiation; calls only at 10 µM; actives 1% (n = 360,000); AID 624256, 2012;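 active means normalized GFP-positive differentiation at or above the plate's own cutoff, the solvent-only control mean plus 3 SD; inconclusive means no clear call, values can overlap the other calls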;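 further: cells exposed to compound for four days before flow analysis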
PhoP inhibition – inhibitors of PhoP regulon expression, primary screen, Salmonella Typhimurium, GFP reporter (AID 1863); S. Typhimurium PhoP-regulated promoter GFP reporter, 4 h; higher % means a stronger effect; actives 0.16% (n = 300,000); one-dose inhibition, % at 50 µM; IC50 in µM for titrated hits;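 active means inhibition over 29.93%, a cutoff 3 SD above the screen mean, later confirmed by dose response; inconclusive means inhibition over 29.93% but no dose response follow-up; inactive means inhibition at most 29.93% or unconfirmed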;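 further: 0% = low Mg2+ inducing control and 100% = high Mg2+ repressing control; strong numbers were not always called active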
KOR beta-arrestin-2 – KOR antagonists, beta-arrestin recruitment, cell-based, luminescence, uHTS (AID 1778); KOR beta-arrestin recruitment, luminescence, antagonist mode; higher % means a stronger effect; inhibition, % at 10 µM, or IC50 in µM where a hit was titrated; actives 0.091% (n = 290,000); Kappa-type opioid receptor (Homo sapiens); further: strong numbers were not always called active
Myeloid diff MLP GFP+ MAC1+ % – second read-out of Myeloid diff MLP, no call of its own (marks repeat the call); GFP+ MAC1+ double positive, %; measured here: differentiation confirmed by MAC1 staining
Starred values were filed as active, the others as inactive; i = inactive; u = inconclusive; x = not tested or not shown; & = joins results of further samples; [ ] = dose if it differs, or a comment. Unless noted, no stated cut-off is given here; in the data, active means inhibition above about 50%; inactive means the rest. An excerpt; the hit share may differ from the screen's.

SMILES	KOR beta-arrestin-1	LYP inhibition	NOD1 NF-kB reporter	HIV peptide binding	SIAH1 antagonists	HEK293 NOD2/NF-kB	Myeloid diff MLP	Myeloid diff MLP GFP+ MAC1+ %	PhoP inhibition	KOR beta-arrestin-2
Cc1nc2scc(C)n2c(=O)c1S(=O)(=O)Nc1ccc(OC(F)(F)F)cc1	-5.0%	-5%	17%	-1.1%	8%	34%	i	2.8	9%	-19%
CN1C(=O)NC2C1N(S(C)(=O)=O)CCN2S(C)(=O)=O (stereo not drawn)	-2.8%	-6%	-16%	0.8%	2%	12%	i	4.7	-7%	22%
COCCCNC(=O)c1ccc(CS(=O)(=O)c2ccccc2C)o1	-2.1%	-6%	-2%	-1.0%	-2%	-1%	i	0.7	0%	18%
CS/C(N)=N/C(=S)Nc1cccc(Cl)c1	5.7%	-3%	-12%	-0.8%	-2%	-33%	i	0.2	-9%	-20%
CCC(C)C(=O)Nc1ncc2c(n1)CC(c1cccs1)CC2=O (stereo not drawn)	-3.2%	-10%	-6%	-1.6%	1%	16%	i	1.2	1%	-8%
Cc1ccc(NC(=S)N2CCOCC2)cc1	-0.9%	0%	-14%	-0.6%	0%	5%	i	1.0	29%	-10%
COc1ccc(N2C(N)=C(C#N)C(c3ccsc3)C3=C2CCCC3=O)c(OC)c1 (stereo not drawn)	-0.3%	4%	-9%	9.9%	-6%	0%	i	0.1	16%	-33%
COc1ccc(CCn2c(SCC(=O)Nc3cc(C)on3)nc3ccsc3c2=O)cc1OC	-1.4%	-2%	-35%	3.9%	-4%	-2%	i	0.5	11%	-21%
COCc1ccc(C(=O)N(C)CC2CCCN(CCc3ccc(Cl)cc3)C2)o1 (stereo not drawn)	-2.6%	-10%	0%	0.8%	1%	6%	i	5.9	-1%	22%
CSc1nsc(SCc2ccc(F)cc2)n1	-0.5%	-7%	-26%	2.6%	-2%	5%	i	1.1	13%	38%
O=C1CC(C(=O)O)S/C(=N\N=C\c2ccc(Br)cc2)N1 (stereo not drawn)	3.7%	-1%	-1%	2.9%	-1%	0%	i	0.2	-7%	1%
CCOC(=O)N1CCc2c(sc3nc4n(c(=O)c23)N=C(c2ccc(OC)cc2)CS4)C1	0.3%	-9%	2%	-0.7%	8%	26%	i	1.0	-6%	8%
CCc1ccc(NC(=O)C(=O)NNC(=O)c2cccc(OC)c2)cc1	1.3%	-8%	-18%	3.5%	-2%	-7%	i	0.8	-10%	-31%
CCn1cc(C(=O)NCCCN2CCC(C)CC2)c(=O)c2cc(S(=O)(=O)N3CCOCC3)ccc21	0.0%	-9%	-18%	1.2%	-7%	9%	i	0.5	-11%	-5%
CCCc1ccc(-c2ccc(-c3noc(-c4ccncc4)n3)cc2)nc1	-4.2%	-10%	-14%	0.0%	15%	22%	i	0.2	-6%	13%
O=C(COC(=O)Cc1ccccc1F)Nc1cc(S(=O)(=O)N2CCOCC2)ccc1N1CCCC1	1.7%	-6%	13%	-3.0%	3%	14%	i	0.8	4%	8%
Cc1ccc2c(c1)Sc1ccccc1CC2=O	-2.3%	-5%	2%	-0.5%	-5%	5%	i	0.6	9%	26%
Cc1cc(-c2nnc(CCC(=O)NC(C)c3ccccc3Cl)o2)no1 (stereo not drawn)	-4.3%	-9%	-16%	2.4%	8%	15%	i	0.9	5%	-3%
O=[N+]([O-])c1cccnc1Oc1ccc(C2SCCS2)cc1	5.7%	0%	-14%	1.1%	4%	-1%	i	0.4	2%	-4%
CC(=O)Nc1ccc(N(C(=O)CNC(=O)c2cccs2)C(C(=O)NC(C)(C)C)c2ccccc2)cc1 (stereo not drawn)	x	0%	-21%	2.5%	-4%	25%	i	0.1	4%	-12%[20 µM]

A different layout for part of the listing above:
mol | KOR beta-arrestin-1 | LYP inhibition | NOD1 NF-kB reporter | HIV peptide binding | SIAH1 antagonists | HEK293 NOD2/NF-kB | Myeloid diff MLP | Myeloid diff MLP GFP+ MAC1+ % | PhoP inhibition | KOR beta-arrestin-2
Cc1ccc2c(c1)Sc1ccccc1CC2=O | -2.3% | -5% | 2% | -0.5% | -5% | 5% | i | 0.6 | 9% | 26%
Cc1cc(-c2nnc(CCC(=O)NC(C)c3ccccc3Cl)o2)no1 (stereo not drawn) | -4.3% | -9% | -16% | 2.4% | 8% | 15% | i | 0.9 | 5% | -3%
O=[N+]([O-])c1cccnc1Oc1ccc(C2SCCS2)cc1 | 5.7% | 0% | -14% | 1.1% | 4% | -1% | i | 0.4 | 2% | -4%

(more compounds)
SMILES	KOR beta-arrestin-1	LYP inhibition	NOD1 NF-kB reporter	HIV peptide binding	SIAH1 antagonists	HEK293 NOD2/NF-kB	Myeloid diff MLP	Myeloid diff MLP GFP+ MAC1+ %	PhoP inhibition	KOR beta-arrestin-2
CCOc1ccc(NC(=O)C2CCN(C(=O)C3CC(=O)N(c4ccc(C)cc4)C3)CC2)cc1 (stereo not drawn)	1.2%	-10%	-42%	0.0%	2%	11%	i	0.5	7%	-6%
COc1ccc(/C=C2\SC(=S)N(CCCC(=O)Nc3ccccc3C(=O)O)C2=O)cc1OC	-0.4%	2%	-20%	51%	4%	31%	i	1.4	-6%	2%
COc1ccc(Cc2c(O)nc(SCC(C)C)[nH]c2=O)cc1	3.1%	-5%	-12%	1.1%	-2%	11%	i	0.5	1%	-31%[20 µM]
CCOC(=O)N1CCC(Nc2c(N3CCN(c4cccc(C(F)(F)F)c4)CC3)c(=O)c2=O)CC1	3.8%	9%	-35%	3.5%	-2%	5%	i	5.4	-6%	-7%
CCS(=O)(=O)N1Cc2ccccc2CC1C(=O)NCc1cccc(OC)c1 (stereo not drawn)	-0.2%	-9%	-30%	-1.5%	4%	9%	i	1.2	-1%	-4%
Cc1c(C#N)sc2nc(-c3ccccc3)nc(N3CCCC3)c12	8.5%	-25%	-24%	0.4%	0%	-2%	i	1.2	-8%	-28%
Cc1cc(C)cc(N=Cc2[nH]c3ccc(Br)c(Cl)c3c2O)c1	-5.9%	-8%	-39%	15%	4%	8%	i	1.2	-5%	-19%
CC(=O)NC[C@H]1CN(c2ccc(N3CCOCC3)c(F)c2)C(=O)O1	-5.2%	-4%	-2%	-1.2%	2%	22%	x	x	-1%&-8%	-3%
COc1ccccc1NC(=O)CN(Cc1ccco1)C(=O)c1ccc(-n2nc(C)cc2C)cc1	4.7%	1%	-12%	-1.5%	-1%	-3%	i	0.7	-2%	-29%
CCC(CC)NC(=O)/C=C/c1cccc([N+](=O)[O-])c1	-0.5%	-3%	-15%	1.5%	8%	2%	i	0.4	-4%	-29%
Cc1sc2nc(C)n(/N=C/c3ccccc3O)c(=O)c2c1C	0.5%	-11%	-6%	0.1%	0%	11%	i	7.4	11%	4%
CC(C)CCN1C(=O)CC(NNC(=O)c2ccc(S(=O)(=O)N3CCCC3)cc2)C1=O (stereo not drawn)	-1.3%	3%	-5%	7.1%	0%	-1%	i	0.6	-3%	-4%
O=C(CSc1nccc(=O)[nH]1)N1CCOCC1	-2.5%	-8%	-29%	-0.3%	0%	1%	i	0.9	-8%	28%
CCC(C)(C)n1nnnc1C(c1cc2cc(C)cc(C)c2[nH]c1=O)N1CCN(C(=O)c2ccco2)CC1 (stereo not drawn)	1.2%	4%	-1%	5.5%	6%	-5%	i	1.0	1%	-10%
COC(=O)c1ccc(S(=O)(=O)NNC(=O)COc2ccc(C)cc2)cc1	5.8%	-5%	-20%	0.5%	0%	3%	i	0.1	4%	-6%
Brc1c(CSc2nnc(-c3ccco3)o2)nc2ccccn12	1.8%	-9%	-14%	0.1%	-4%	2%	i	0.6	2%	-28%
CC(=O)N1CCN(CC(O)COc2ccc(OCc3ccccc3)cc2)CC1 (stereo not drawn)	-2.4%	-2%	x	-1.7%	7%	2%	i	5.2	-5%	-10%
CC1CCCCN1C(=O)COc1ccc(NC(=O)c2ccco2)cc1 (stereo not drawn)	-2.6%	-13%	14%	1.6%	-1%	4%	i	0.7	-3%	28%
COc1ccc(N(CC(=O)NC2CCCCCC2)S(=O)(=O)c2ccc(C)cc2)cc1OC	-2.3%	3%	-45%	3.4%	2%	0%	i	0.2	2%	-7%
CCOC(=O)Cc1csc(NC(=O)CSc2nnnn2-c2ccc(C)c(C)c2)n1	1.2%	-1%	-14%	0.2%	2%	15%	i	0.9	-9%	30%
CSc1ncc(CN2CCN(C(C)C)C(CCO)C2)cn1 (stereo not drawn)	0.7%	-2%	-27%	2.3%	0%	-8%	i	0.7	-1%	2%
O=C(NCCCN1CCCCC1)C1CC(=O)N(CCc2ccccc2)C1 (stereo not drawn)	-6.4%	-7%	-6%	-0.8%	4%	-12%	i	2.3	7%	17%
COC(=O)C1=C(C)OC(N)=C(C#N)C1c1ccc(OC)c(CSc2ccccn2)c1 (stereo not drawn)	-6.2%	-4%	3%	-1.2%	0%	-4%	i	0.9	-5%	5%
COC(=O)c1cc2sc(Cl)cc2n1CC(=O)NCCC(C)C	5.2%	-3%	-6%	-0.8%	2%	-9%	i	1.1	-3%	3%
CC(C)(CO)NS(=O)(=O)c1ccc2c(c1)oc(=O)c1cc(S(=O)(=O)NC(C)(C)CO)ccc12	2.0%	-2%	-6%	5.5%	0%	8%	i	2.0	0%	49%
CCOc1ccc(CN(C(=O)c2cc3ccccc3oc2=O)C2CC2)cc1	2.8%	-4%	8%	2.5%	6%	18%	i	0.8	-4%	-17%
O=C(CN1C(=O)COc2ccccc21)c1cccc(Cl)c1	4.5%	-2%	2%	6.0%	-1%	-19%	i	6.2	2%	12%
CCCCN(C)CCCNC(=O)c1cc(-c2cccs2)nc2ccccc12	-3.6%	-14%	4%	-1.3%	-1%	24%	i	0.8	8%	12%
CCN(C(=O)CCc1nc(-c2ccccc2F)no1)c1cc(OC)ccc1OC	-2.2%	-2%	-11%	1.0%	1%	16%	i	1.1	-9%	23%
COc1ccc(/C=N/NC(=O)CCC(=O)Nc2ccc(Br)cc2)c(OC)c1	0.4%	0%	-8%	-1.3%	14%	10%	i	0.8	-5%	8%
CC(=O)Nc1ccc(S(=O)(=O)NCCNC(=O)c2ccccc2F)cc1	0.4%	-2%	-41%	3.1%	2%	3%	i	0.9	-8%	7%
CCCN1CCN(CCCNC(=O)c2cc3c(s2)-c2ccccc2OC3)CC1	-2.1%	-42%	0%	-1.9%	1%	24%	u	x	-7%	-8%
O=C(Nc1cccc(F)c1)C1CC(=O)N(c2ccc(Cl)cc2)C1 (stereo not drawn)	-0.5%	0%	-19%	-1.3%	2%	-8%	i	0.5	-3%	3%
Cc1nc(C(=O)Nc2cc(Cl)ccc2Cl)nn1-c1cc(OC(C)C)c(Cl)cc1Cl	3.4%	-1%	11%	-2.9%	4%	5%	i	1.0	4%	6%
CCN(CC)CCNC(=O)Cc1nn(Cc2ccccc2)c(=O)c2ccccc12	x	-12%	12%	0.3%	-1%	11%	i	0.4	-4%	-6%[20 µM]
